EZH2 inh: EZH2/PRC2 methyltransferase inhibitors, primary screen, biochemical, DELFIA time-resolved fluorescence, single point | AID 651548, 2012 | hit rate 0.35% among 57,000 | inhibition, % at 12.5 µM | Histone-lysine N-methyltransferase EZH2 (Homo sapiens), Q15910 | PRC2 H3K27 methylation, DELFIA TRF, 1 h;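 active means mean inhibition of replicates at least 50% and every single replicate also reaching 50%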;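 further: dimethyl H3K27 on biotinylated H3 21-44 peptide detected by antibody; plate controls were median neutral control wells for no effect and median positive control wells for full effect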
IDH1 mut inh: inhibitors of IDH1 R132H reductase, primary screen, biochemical, plate reader, single point | inhibition, % at 10 µM | Isocitrate dehydrogenase [NADP] cytoplasmic (Homo sapiens), O75874 | AID 624101, 2012 | diaphorase/resazurin fluorescence, 60 min | hit rate 0.18% among 70,000; in the data active means inhibition above about 34%;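 further: 0% = DMSO and 100% = no enzyme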
Target sequence (O75874 whole entry R132H): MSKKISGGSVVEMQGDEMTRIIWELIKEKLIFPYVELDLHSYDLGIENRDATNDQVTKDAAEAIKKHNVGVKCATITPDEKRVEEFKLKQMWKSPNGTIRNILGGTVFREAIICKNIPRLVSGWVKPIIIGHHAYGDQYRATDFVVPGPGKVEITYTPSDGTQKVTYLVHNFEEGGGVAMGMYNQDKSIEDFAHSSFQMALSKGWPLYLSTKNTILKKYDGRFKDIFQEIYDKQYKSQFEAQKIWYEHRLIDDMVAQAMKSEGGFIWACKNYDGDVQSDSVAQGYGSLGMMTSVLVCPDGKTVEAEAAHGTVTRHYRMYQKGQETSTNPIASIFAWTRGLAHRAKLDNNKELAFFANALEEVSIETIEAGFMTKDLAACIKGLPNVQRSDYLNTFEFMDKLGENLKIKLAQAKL
Numbers without * were called inactive; x = no result given; & = joins results of further samples. Only part of the results is shown; count on the stated rates, not on these rows.

Sequence of screens – EZH2 inh | IDH1 mut inh
COCC(=O)Nc1ccc2c(c1)[C@H]1C[C@@H](CC(=O)N(C)C)O[C@H](CO)[C@H]1O2
 : -26.2 | -1.3
CNC[C@H]1Oc2c(NC(=O)Nc3ccc(OC)cc3)cccc2C(=O)N([C@H](C)CO)C[C@H]1C
 : -2.1 | 2.6
CCCN1C[C@H](C)[C@@H](OC)CN(C)C(=O)c2ccc(NC(=O)Nc3cccc(F)c3)cc2OC[C@H]1C
 : -21.1 | 0.6
CCOC(=O)c1c(NC(=O)c2ccc(-c3ccccc3[N+](=O)[O-])o2)sc2c1CCCC2
 : 4.4 | 0.3
C[C@@H]1CCCCO[C@H](CN(C)Cc2ccc(C(=O)O)cc2)[C@@H](C)CN([C@H](C)CO)C(=O)c2cc(NC(=O)NC3CCCCC3)ccc2O1
 : x | 2.4
C[C@H](CO)N1C[C@H](C)[C@@H](CN(C)Cc2ccc(Cl)c(Cl)c2)Oc2ccc(NC(=O)C3CCCCC3)cc2CC1=O
 : x | 3.1
C[C@@H]1CN([C@H](C)CO)C(=O)c2c(c3ccccc3n2C)-c2ccccc2CO[C@H]1CN(C)S(=O)(=O)c1ccc(C#N)cc1
 : -44.4 | x
COc1ccc(OCc2nnc3n2N=C(c2ccc(OC)c(OC)c2)C(c2ccccc2)S3)cc1 (stereo not given)
 : x | -0.3
C[C@@H]1CCCCO[C@@H](CN(C)C(=O)CCC(F)(F)F)[C@@H](C)CN([C@H](C)CO)C(=O)c2cc(NC(=O)c3ccncc3)ccc2O1
 : x | 1.3
COc1ccc(NC(=O)Nc2ccc3c(c2)C(=O)N([C@H](C)CO)C[C@@H](C)[C@@H](CN(C)S(=O)(=O)c2ccc(F)cc2)OCCCC[C@@H](C)O3)cc1
 : x | -0.1
CCc1c(C)[nH]c2c1C(=O)C(CN1CCOCC1)CC2 (stereo not given)
 : x | 0.3
COc1ccc(CNC(=O)C[C@H]2C=C[C@H](NS(=O)(=O)c3cccc(OC)c3)[C@@H](CO)O2)cc1
 : 1.2 | -0.3
O=C1CC2(CCCC2)CC(=O)N1CCCCN1CCN(c2ncccn2)CC1
 : -2.0 | 0.0
COCC(=O)N(C)C[C@@H]1Oc2ncc(C#Cc3ccc(OC)cc3)cc2C(=O)N([C@H](C)CO)C[C@@H]1C
 : x | 6.0
O=C(CSc1nc2ccccc2c(=O)n1-c1ccc(Cl)cc1)Nc1ccc(Cl)cc1Cl
 : 3.8 | -0.2
COc1ccc(NC(=O)N(C)C[C@H]2Oc3ccc(N(C)C)cc3C(=O)N([C@@H](C)CO)C[C@@H]2C)cc1
 : -0.3 | 0.9
C[C@H](CO)N1C[C@H](C)[C@@H](CN(C)Cc2ccc(C(F)(F)F)cc2)Oc2c(NC(=O)c3ccncc3)cccc2C1=O
 : -8.5 | -0.9
CCC(=O)N(C)C[C@@H]1Oc2cc(-c3ccc(C#N)cc3)ccc2S(=O)(=O)N([C@H](C)CO)C[C@@H]1C
 : x | -0.6
Cc1nc2ccc(NC(=O)Nc3ccnc4cccnc34)cc2o1
 : -3.3 | -0.3
Cc1ccc(S(=O)(=O)N(C)C[C@H]2Oc3cc(C#CC4CCCC4)ccc3S(=O)(=O)N([C@H](C)CO)C[C@H]2C)cc1
 : -5.1&-29.1 | 0.1

Additional entries follow:
Sequence of screens – EZH2 inh | IDH1 mut inh
C[C@@H]1CN([C@H](C)CO)C(=O)c2cc(NC(=O)c3ccccc3)ccc2O[C@@H](C)CCCCO[C@H]1CN(C)C(=O)Nc1ccc2c(c1)OCO2
 : x | 2.0
O=C(NO)c1ccc(C(=O)N/N=C/c2ccccc2Br)cc1
 : -3.2 | 0.9
C[C@H](O)CC1=C[C@H](O)[C@@H](C)OC1=O
 : x | 0.3
C[C@@H]1CN([C@H](C)CO)S(=O)(=O)c2ccc(C#CC3CC3)cc2O[C@H]1CN(C)Cc1cncnc1
 : -6.2 | x
C[C@@H]1CN([C@@H](C)CO)C(=O)c2cc(NC(=O)CCC(F)(F)F)ccc2O[C@@H]1CN(C)CC1CCCCC1
 : 4.3 | x
C/C=C/c1cnc2c(c1)C(=O)N([C@H](C)CO)C[C@@H](C)[C@@H](CN(C)S(=O)(=O)c1cn(C)cn1)O2
 : 1.5 | -0.1
O=C(CCN1CCCCC1)NCC[C@@H]1CC[C@H](NC(=O)Nc2ccc(F)cc2)[C@H](CO)O1
 : 3.5 | 0.2
CCc1ccc(-n2c(SCC(=O)Nc3ccc(F)cc3)nnc2-c2ccncc2)cc1
 : -3.6 | 0.1
O=C(O)CCc1ccc(-c2ccc(Cl)cc2)n1-c1ccc(C(=O)O)cc1
 : -17.9 | 3.1
C[C@@H]1CN([C@H](C)CO)C(=O)c2cc(NC(=O)CCCN(C)C)ccc2O[C@@H](C)CCCCO[C@@H]1CN(C)Cc1ccc(C(=O)O)cc1
 : x | 4.8
CC(C)NC(=O)N[C@H]1C=C[C@H](CC(=O)NCc2ccc(Oc3ccccc3)cc2)O[C@@H]1CO
 : -4.7 | 0.3
C[C@@H]1CCCCO[C@H](CN(C)C(=O)c2ccccc2)[C@H](C)CN([C@H](C)CO)C(=O)c2cc(N(C)C)ccc2O1
 : 0.1 | x
C[C@@H]1CN([C@H](C)CO)C(=O)c2ccccc2-c2ccccc2CO[C@@H]1CN(C)C(=O)N[C@H](C)c1ccccc1
 : 6.7 | -8.5
CC(C)NC(=O)Nc1ccc2c(c1)CC(=O)N([C@@H](C)CO)C[C@@H](C)[C@@H](CN(C)CC1CC1)O2
 : 1.7 | x
C[C@H]1CN([C@@H](C)CO)C(=O)c2cc(C3=CCCCC3)cnc2O[C@@H]1CN(C)Cc1ccncc1
 : -4.7 | 0.0
CO[C@@H]1CN(C)C(=O)c2cc(NC(=O)C3CCOCC3)ccc2OC[C@@H](C)N(CC2CCOCC2)C[C@H]1C
 : -2.3 | 0.3
CN1CCN2c3ccccc3Cc3ccccc3C2C1 (stereo not given)
 : x | 1.1
Cc1cccc(S(=O)(=O)N[C@@H]2CC[C@@H](CCn3cc(-c4ccccn4)nn3)O[C@H]2CO)c1
 : 0.7 | -0.1
C[C@@H]1CN([C@@H](C)CO)C(=O)c2cc(NS(=O)(=O)c3ccccc3)ccc2O[C@H]1CN(C)C
 : 12.5 | 2.7
CO[C@H]1CN(C)C(=O)c2cc(NS(C)(=O)=O)ccc2OC[C@H](C)N(CCC(F)(F)F)C[C@@H]1C
 : 2.6 | 0.1

Fetched by compound from the list above:
Sequence of screens – EZH2 inh | IDH1 mut inh
C[C@@H]1CCCCO[C@@H](CN(C)C(=O)CCC(F)(F)F)[C@@H](C)CN([C@H](C)CO)C(=O)c2cc(NC(=O)c3ccncc3)ccc2O1
 : x | 1.3
C[C@@H]1CN([C@H](C)CO)C(=O)c2cc(NC(=O)c3ccccc3)ccc2O[C@@H](C)CCCCO[C@H]1CN(C)C(=O)Nc1ccc2c(c1)OCO2
 : x | 2.0

(further entries)
Sequence of screens – EZH2 inh | IDH1 mut inh
COc1ccc(S(=O)(=O)N(C)C[C@@H]2OCCCC[C@@H](C)Oc3ccc(NS(=O)(=O)c4c(C)noc4C)cc3C(=O)N([C@H](C)CO)C[C@H]2C)cc1
 : x | -1.3
COc1ccc([Si](C)(C)[C@H]2[C@H](CCn3cc(CCO)nn3)O[C@@]3(C(=O)N(C)c4ccccc43)[C@@H]2C)cc1
 : -1.2 | x
CC(C)c1cn(CC[C@@H]2CC[C@H](NS(=O)(=O)c3ccc(F)cc3)[C@H](CO)O2)nn1
 : 3.9 | -0.3
O=C(C[C@@H]1CC[C@H](NC(=O)Nc2cc(F)ccc2F)[C@@H](CO)O1)Nc1ccc(-c2ccccc2)cc1
 : -9.0 | 0.2
C[C@H]1CN([C@@H](C)CO)C(=O)Cc2cc(NC(=O)CCCCCC(=O)Nc3ccccc3N)ccc2O[C@@H]1CN(C)C(=O)Nc1ccc2c(c1)OCO2
 : -8.4 | x
C[C@@H]1CN([C@H](C)CO)C(=O)c2cc(NC(=O)CCCN(C)C)ccc2O[C@@H]1CN(C)Cc1ccncc1
 : 5.9 | 1.3
COCCNC(=O)C[C@@H]1C=C[C@@H](NS(=O)(=O)c2ccc(C)cc2)[C@H](CO)O1
 : 9.0 | -0.3
C/C=C/c1cnc2c(c1)C(=O)N([C@@H](C)CO)C[C@H](C)[C@@H](CN(C)C(=O)Cc1cccnc1)O2
 : x | 0.1
CC(C)CC#Cc1ccc2c(c1)O[C@H](CN(C)C(=O)c1ccccn1)[C@@H](C)CN([C@H](C)CO)S2(=O)=O
 : x | -0.5
C[C@H](CO)N1C[C@H](C)[C@H](CN(C)S(=O)(=O)c2cn(C)cn2)Oc2ccc(NC(=O)Cc3cn(C)c4ccccc34)cc2CC1=O
 : x | -27.1
C[C@H](O)C#Cc1ccc2c(c1)O[C@H](CN(C)CC1CC1)[C@@H](C)CN([C@H](C)CO)S2(=O)=O
 : -2.3 | -2.1
CO[C@H]1CN(C)C(=O)c2cc(NC(=O)NC3CCCCC3)ccc2OC[C@@H](C)N(CC2CCOCC2)C[C@@H]1C
 : 8.9 | -0.1
Cc1noc(C)c1NC(=O)N(C)C[C@@H]1Oc2ccc(NC(=O)Cc3cn(C)c4ccccc34)cc2CC(=O)N([C@@H](C)CO)C[C@H]1C
 : x | -26.5
COc1cccc(NC(=O)CSc2nnc(-c3ccccc3)n2-c2ccc(F)cc2)c1
 : -0.8 | 0.0
CO[C@H]1CN(C)C(=O)c2ccc(NC(C)=O)cc2OC[C@@H](C)N(C(=O)CN2CCOCC2)C[C@H]1C
 : -0.5 | 0.4
C[C@H]1CN([C@@H](C)CO)C(=O)c2cc(C#CC(C)(C)O)cnc2O[C@H]1CN(C)C(=O)C1CC1
 : 5.0 | x
COc1ccccc1NC(=O)N[C@H]1C=C[C@H](CC(=O)N2CCC(Cc3ccccc3)CC2)O[C@@H]1CO
 : -16.6 | -0.8
C[C@@H]1CN([C@H](C)CO)C(=O)c2cc(NC(=O)NC3CCCCC3)ccc2O[C@H]1CN(C)Cc1ccc(C(=O)O)cc1
 : x | 1.2
COc1ccc(S(=O)(=O)N(C)CC(=O)Nc2cccc(C(F)(F)F)c2)cc1OC
 : -0.3 | -0.2
C[C@@H]1CN([C@H](C)CO)S(=O)(=O)c2ccc(C3=CCCCC3)cc2O[C@H]1CN(C)Cc1ccccc1F
 : 24.5 | x

Further records follow.
Sequence of screens – EZH2 inh | IDH1 mut inh
C[C@@H]1CN([C@@H](C)CO)C(=O)c2cc(NS(=O)(=O)c3cccs3)ccc2O[C@@H](C)CCCCO[C@H]1CN(C)S(=O)(=O)c1cccs1
 : x | -0.1
C[C@@H]1CN([C@H](C)CO)C(=O)Cc2cc(NC(=O)Nc3ccc4c(c3)OCO4)ccc2O[C@H]1CN(C)CC1CCCCC1
 : 2.0 | 0.3
Cc1ccc2nsnc2c1NC(=O)COc1ccc([N+](=O)[O-])cc1
 : 1.4 | 0.0
O=c1cc(-c2ccc(O)cc2)oc2c(C3O[C@H](CO)[C@@H](O)[C@H](O)[C@H]3O)c(O)cc(O)c12 (stereo not given in full)
 : x | 0.2
C[C@@H]1CN([C@@H](C)CO)C(=O)c2cc(NC(=O)Cn3cnnn3)ccc2O[C@@H]1CN(C)Cc1ccc(-c2ccccc2)cc1
 : -8.2 | -0.3
C[C@@H]1CCCCO[C@@H](CN(C)C(=O)C2CCCCC2)[C@@H](C)CN([C@@H](C)CO)C(=O)c2cc(NC(=O)NC3CCCCC3)ccc2O1
 : x | -1.5
C[C@H]1CN([C@@H](C)CO)C(=O)Cc2cc(NC(=O)Cn3cnnn3)ccc2O[C@@H]1CN(C)C(=O)NC1CCCCC1
 : x | -0.5
O=C(CCCCCC(=O)Nc1ccccc1O)N/N=C/c1cccs1
 : 5.4 | 0.1
O=C(COc1ccccc1[N+](=O)[O-])Nc1cc(Cl)ccc1C(=O)O
 : -10.5 | 0.2
C[C@H](CO)N1C[C@H](C)[C@H](CN(C)S(=O)(=O)c2ccc(Oc3ccccc3)cc2)OCc2cn(nn2)CCCC1=O
 : x | 0.1
O=C(C[C@@H]1C=C[C@H](NC(=O)Cc2cccnc2)[C@H](CO)O1)NCc1ccc2c(c1)OCO2
 : 18.3 | 0.1
O=C1COc2ccc(S(=O)(=O)NCCOc3ccccc3)cc2N1
 : 8.3 | -0.3
O=C(C[C@H]1C[C@H]2c3cc(NC(=O)C4CCOCC4)ccc3O[C@H]2[C@H](CO)O1)NCc1ccccc1
 : 24.9 | -0.2
COc1ccc(S(=O)(=O)N(C)C[C@H]2Oc3ccc(NC(=O)Nc4ccc(C(F)(F)F)cc4)cc3C(=O)N([C@@H](C)CO)C[C@H]2C)cc1
 : x | 0.3
CCNC(=O)C1OC(n2cnc3c(N)nc(NCCc4ccc(CCC(=O)O)cc4)nc32)C(O)C1O (stereo not given)
 : x | -0.5
COc1ccc(NC(=O)Nc2ccc3c(c2)CC(=O)N([C@H](C)CO)C[C@@H](C)[C@@H](CN(C)Cc2ccc(C(=O)Nc4ccccc4N)cc2)O3)cc1
 : -15.7 | 0.1
CO[C@@H]1CN(C)C(=O)c2ccc(NS(=O)(=O)c3cccc(F)c3)cc2OC[C@H](C)NC[C@@H]1C
 : 6.6 | -0.2
O=C(COc1ccccc1)NC(=S)Nc1cccc(NC(=O)c2ccccc2Cl)c1
 : -7.9 | 0.1
C[C@@H]1CN([C@H](C)CO)C(=O)c2cccc(NS(=O)(=O)c3cn(C)cn3)c2O[C@H]1CN(C)S(=O)(=O)c1cccs1
 : x | -1.3
COc1ccc(-c2cc(=O)c3ccc(OC)cc3o2)cc1
 : x | -0.4

Single values from above.
In IDH1 mut inh, C[C@@H]1CN([C@H](C)CO)C(=O)c2cccc(NS(=O)(=O)c3cn(C)cn3)c2O[C@H]1CN(C)S(=O)(=O)c1cccs1 shows -1.3
In EZH2 inh, C[C@@H]1CN([C@H](C)CO)C(=O)Cc2cc(NC(=O)Nc3ccc4c(c3)OCO4)ccc2O[C@H]1CN(C)CC1CCCCC1 shows 2.0

Screens as filed in PubChem.
